Source: PubChem BioAssay (National Center for Advancing Translational Sciences (NCATS))
Lipid storage S3: qHTS Assay for Lipid Storage Modulators in Drosophila S3 Cells | Drosophila S3 cells, BODIPY lipid droplet fluorescence, 18-24 h; cells fed with added oleic acid | lipid storage change, negative = inhibition, % at the top dose, mostly 46.1 µM; hits show Potency in µM | 320,000 tested, 0.64% active; active = well fitted inhibition curve with a large enough effect in the signal ratio, with a control signal flat, not every such curve was filed as active; inconclusive = small, poorly fitted or top-dose-only effect, or effect the other way, or a change in a side signal; the % refers to the signal ratio
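Drosophila S3 cells got compounds at several concentrations plus oleic acid (400 uM solution). Laser-scanning cytometry with 488 nm excitation read lipid droplets at 500-530 nm and cells at 575-640 nm. Percent activity was relative to 20 uM Triacsin C.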
Lipid storage S3 cell count max: recorded beside Lipid storage S3, whose call it bears; cell number change, %; measured here: cell count max response;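 cells counted by Cell Tracker Red CMTPX staining in the red channel; peak over a dose series mostly up to 46.1 µM; percent activity relative to internal control wells on each plate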
Numbers without * were called inactive. % is set by controls: 0 for no effect and ±100 for the full control effect; potency is the fitted concentration of half-maximal effect.

For Nc1ccc(Nc2ccc([N+](=O)[O-])cc2[N+](=O)[O-])cc1 the results were Lipid storage S3 -3.8% and Lipid storage S3 cell count max 0.6.
Screening Cc1ccc(N(CC(=O)NC2CCCC2)C(=O)CCC(=O)Nc2nccs2)cc1C returned Lipid storage S3 inconclusive.
CN(C)c1ccc(C(=S)N2CCN(c3ccc([N+](=O)[O-])cc3)CC2)cc1 was read as Lipid storage S3 6.8% and Lipid storage S3 cell count max -12.5.
O=C1CC(=O)N(Cc2ccco2)C(=S)N1 was read as Lipid storage S3 inconclusive.
For CCCCOc1ccc(C(C)NC(=O)CCS(=O)(=O)Cc2ccc(Cl)cc2)cc1 (configuration not stated) the results were Lipid storage S3 6.2% and Lipid storage S3 cell count max 10.7.
`O=C(CCCc1nc2ccccc2s1)N1CCN(c2ccccc2)CC1` gave Lipid storage S3 -28.9% and Lipid storage S3 cell count max -2.9.
Screening C/C(=N\NC(=O)CO/N=C(\C)c1cccs1)c1ccc(N)cc1 returned Lipid storage S3 6.5% and Lipid storage S3 cell count max 8.7.
CCOc1ccccc1NC(=O)n1ncc2c(C)cccc21 was read as Lipid storage S3 inconclusive.
COc1cccc(/C=N/NC(=O)c2ccoc2C)c1O was read as Lipid storage S3 -16.2% and Lipid storage S3 cell count max -8.6.
O=C(NN=C1CCCCCC1)c1ccc(Cl)s1 was read as Lipid storage S3 inconclusive.
For COc1ccc(CCNC(=O)COc2cc(O)c3c(c2)OC(C)(C)CC3=O)cc1OC the results were Lipid storage S3 inconclusive.
`CCc1cccc2c(C=C(C#N)C#N)cn(CC(=O)N3CCCCC3)c12` gave Lipid storage S3 7.3% and Lipid storage S3 cell count max 26.1.

Two entries drawn at random from those above:
COc1cccc(/C=N/NC(=O)c2ccoc2C)c1O was read as Lipid storage S3 -16.2% and Lipid storage S3 cell count max -8.6.
CN(C)c1ccc(C(=S)N2CCN(c3ccc([N+](=O)[O-])cc3)CC2)cc1 was read as Lipid storage S3 6.8% and Lipid storage S3 cell count max -12.5.

(more compounds)
For Cc1[nH]c2ccccc2c1C1=CN2CCS(=O)(=O)N=C2S1 the results were Lipid storage S3 inconclusive.
For COc1cccc(N2CCN(C(=O)c3cn(Cc4ccccc4)nc3-c3cccnc3)CC2)c1 the results were Lipid storage S3 4.1% and Lipid storage S3 cell count max -26.6.
`COc1cc(NC(=O)Nn2cnnc2)cc(OC)c1OC` gave Lipid storage S3 inactive and Lipid storage S3 cell count max 16.7.
Screening CCOc1ccc(N2C(=O)CC(C(C)c3ccccc3)C2=O)cc1 (configuration not stated) returned Lipid storage S3 inconclusive.
`O=C(CSc1nnc(SCc2cccc3ccccc23)s1)c1ccc2c(c1)OCO2` gave Lipid storage S3 -0.2% and Lipid storage S3 cell count max -2.6.
`O=C(COC(=O)CSc1ccc2ccccc2c1)NC1CCCC1` gave Lipid storage S3 13.3% and Lipid storage S3 cell count max -8.1.
For O=c1oc2ccc(Cl)cc2nc1/C=C(\O)c1ccco1 the results were Lipid storage S3 -5.9% and Lipid storage S3 cell count max 2.4.
Screening CCOC(=O)c1c(S(=O)(=O)NCC(=O)NCc2ccccc2)c(C)n(C)c1C returned Lipid storage S3 inconclusive.
`CCc1cc2c(CN3CCN(CC)CC3)cc(=O)oc2cc1O` gave Lipid storage S3 inconclusive.
CC1(C)CC(C#N)(N2CCOCC2)CCO1 (configuration not stated) was read as Lipid storage S3 inconclusive.
OCCNCc1cccc(OCc2ccccc2Cl)c1 was read as Lipid storage S3 inconclusive.
Screening CC1(C)CC(NC(=O)C23CCC(C)(/C(=N/O)C2)C3(C)C)CC(C)(C)N1 (configuration not stated) returned Lipid storage S3 -6.6% and Lipid storage S3 cell count max -5.5.
For CCOC(=O)N1CCN(C(=O)c2cc(-c3ccc(F)cc3)[nH]c2C)CC1 the results were Lipid storage S3 inconclusive.
`Cc1cc(/C=C2/SC(=S)N(c3ccc([N+](=O)[O-])cc3)C2=O)c(C)n1-c1cccnc1` gave Lipid storage S3 inconclusive.
Screening CCOC(=O)c1ccc(Nc2ncnc3ccc(C)cc23)cc1 returned Lipid storage S3 inconclusive.
For CCN(CC)CCCC(C)NC(=O)c1c(NC(=O)c2ccccc2)sc2c1CCCC2 (configuration not stated) the results were Lipid storage S3 inactive and Lipid storage S3 cell count max -1.7.
Cc1cc(C)c(S(=O)(=O)c2cc(F)ccc2C)c(Cl)n1 was read as Lipid storage S3 inactive and Lipid storage S3 cell count max 6.3.
`Nc1nc(SCC(=O)O)[nH]c(=O)c1NC(=O)c1ccco1` gave Lipid storage S3 -6.9% and Lipid storage S3 cell count max 0.9.
For COC(=O)C(CCSC)NC(=O)C12CC3CC(CC(C3)C1)C2 (configuration not stated) the results were Lipid storage S3 inconclusive.
For COc1cccc(CNS(=O)(=O)c2cc3c(cc2C)NC(=O)CO3)c1 the results were Lipid storage S3 inconclusive.
`CCCn1c(C)cc(/C=C(\C#N)C(=O)OCC(=O)Nc2cc(OC)c(OC)c(OC)c2)c1C` gave Lipid storage S3 -0.9% and Lipid storage S3 cell count max -7.7.
Screening O=C(CN1C(=O)c2cccc3cccc1c23)Nc1ccccc1 returned Lipid storage S3 inactive.
Screening O=C(CN1C(=O)NC2(CCCc3ccccc32)C1=O)NCc1ccco1 (configuration not stated) returned Lipid storage S3 inconclusive.
`O=C(NCc1ccccc1)c1ccc(CSc2ccccc2)o1` gave Lipid storage S3 inconclusive.

Ordered by count of non-hydrogen atoms (descending): part of the list above.
`CCCn1c(C)cc(/C=C(\C#N)C(=O)OCC(=O)Nc2cc(OC)c(OC)c(OC)c2)c1C` gave Lipid storage S3 -0.9% and Lipid storage S3 cell count max -7.7.
`Cc1cc(/C=C2/SC(=S)N(c3ccc([N+](=O)[O-])cc3)C2=O)c(C)n1-c1cccnc1` gave Lipid storage S3 inconclusive.
For CCOC(=O)N1CCN(C(=O)c2cc(-c3ccc(F)cc3)[nH]c2C)CC1 the results were Lipid storage S3 inconclusive.
For COc1cccc(CNS(=O)(=O)c2cc3c(cc2C)NC(=O)CO3)c1 the results were Lipid storage S3 inconclusive.
For COC(=O)C(CCSC)NC(=O)C12CC3CC(CC(C3)C1)C2 (configuration not stated) the results were Lipid storage S3 inconclusive.
`Nc1nc(SCC(=O)O)[nH]c(=O)c1NC(=O)c1ccco1` gave Lipid storage S3 -6.9% and Lipid storage S3 cell count max 0.9.
Cc1cc(C)c(S(=O)(=O)c2cc(F)ccc2C)c(Cl)n1 was read as Lipid storage S3 inactive and Lipid storage S3 cell count max 6.3.

(next part)
Screening CC(C)c1ccccc1NC(=O)CN1C(=O)c2ccccc2C1=O returned Lipid storage S3 inconclusive.
For O=C(CCCc1nc2ccccc2s1)NNC(=O)CCN1CCN(Cc2ccccc2)CC1 the results were Lipid storage S3 inconclusive.
O=C(OCc1nc2ccc(Cl)cc2n1CCO)c1ccccc1 was read as Lipid storage S3 inconclusive.
Screening O=C(CC(=O)c1ccccc1)Nc1cccnc1 returned Lipid storage S3 inconclusive.
Screening COC(=O)c1sc(N)c(C(=O)OC)c1COC(=O)CNS(=O)(=O)c1ccc(C)c(C)c1 returned Lipid storage S3 inconclusive.
Screening CCn1ccnc1CNC(=O)CC1C(=O)NCCN1Cc1ccccc1F (configuration not stated) returned Lipid storage S3 inconclusive.
COCCC(=O)N1CCC(Oc2ccc(C(=O)NCc3ccon3)cc2)CC1 was read as Lipid storage S3 -17.7% and Lipid storage S3 cell count max -13.4.
Screening Cc1ccc(O)c(NC(=O)C2CC(c3cccc(Br)c3)=NO2)c1 (configuration not stated) returned Lipid storage S3 inconclusive.
Screening CCCC(=O)Nc1ccc(Cl)c(NC(=O)c2cccnc2Cl)c1 returned Lipid storage S3 -20.7% and Lipid storage S3 cell count max -13.4.
For CCc1ccc(C(C)NC(=O)Cn2cnc3c(=O)n(C)c(=O)n(C)c32)cc1 (configuration not stated) the results were Lipid storage S3 3.6% and Lipid storage S3 cell count max -0.5.
For Cc1onc(-c2ccccc2)c1C(=O)N/N=C/c1ccc(O)c([N+](=O)[O-])c1 the results were Lipid storage S3 inactive and Lipid storage S3 cell count max -27.5.
COc1ccc(CN2C(=O)c3cccnc3C2=O)cc1S(=O)(=O)N1CCCCC1 was read as Lipid storage S3 1.64µM* and Lipid storage S3 cell count max -13.9*.
For O=C(Nc1nc(-c2cc(F)ccc2F)cs1)c1cccc(N2C(=O)CCC2=O)c1 the results were Lipid storage S3 inconclusive.
For COC(=O)c1ccccc1NC(=O)CSc1nc(N)cc(=O)[nH]1 the results were Lipid storage S3 12.2% and Lipid storage S3 cell count max 5.8.
`CCn1c(=O)c(C(=O)Nc2ccsc2C(=O)OC)c(O)c2ccccc21` gave Lipid storage S3 7.4% and Lipid storage S3 cell count max 0.6.
For O=C(c1cnn(C(=O)COc2ccc(Cl)cc2)c1)c1ccccc1O the results were Lipid storage S3 18.1%.
`COc1ccc(/C=C/C(=O)Nc2cccc(C(C)=O)c2)cc1` gave Lipid storage S3 inconclusive.
For O=C(NC1CCCC1)c1ccc(Cl)c(S(=O)(=O)N2CCCCC2)c1 the results were Lipid storage S3 inconclusive.
Cc1cccc(N2CCN(C(=O)c3ccc4c(c3)NC(=O)C(CSCc3cccc(F)c3)N4)CC2C)c1 (configuration not stated) was read as Lipid storage S3 -16.2% and Lipid storage S3 cell count max 10.5.
For O=C(COc1ccc(Br)cc1)N1CCNC1=O the results were Lipid storage S3 inactive and Lipid storage S3 cell count max -1.8.
Screening Cc1ccccc1NS(=O)(=O)c1ccc2[nH]cc(C(=O)N(C)Cc3ccco3)c(=O)c2c1 returned Lipid storage S3 inactive and Lipid storage S3 cell count max -24.8.
CC1(NC(=O)Cc2c(Cl)cccc2Cl)CCS(=O)(=O)C1 (configuration not stated) was read as Lipid storage S3 inconclusive.
CC(OC(=O)CCC(=O)c1cccs1)C(=O)NC1CCCCC1C (configuration not stated) was read as Lipid storage S3 5.2% and Lipid storage S3 cell count max -0.1.
`CCOc1ccc(S(=O)(=O)NN2Cc3ccccc3C2=N)cc1` gave Lipid storage S3 -10.5%.
For COc1ccc(S(=O)(=O)/C(C#N)=C/Nc2cccc(F)c2)cc1 the results were Lipid storage S3 inactive.
Screening COc1ccc(OC(C)C(=O)NCc2cccnc2)cc1 (configuration not stated) returned Lipid storage S3 inactive.
O=C(COC(=O)CC1CC2CCC1C2)Nc1cc([N+](=O)[O-])ccc1F (configuration not stated) was read as Lipid storage S3 inconclusive.
COc1ccc(NC(=O)COc2ccccc2)c(OC)c1 was read as Lipid storage S3 inactive and Lipid storage S3 cell count max 0.5.
For Cc1ccc(C(=O)N2CCN(c3ccc(NC(=O)c4ccc(Br)o4)cc3)CC2)cc1 the results were Lipid storage S3 inactive and Lipid storage S3 cell count max 8.8.
For O=c1c2cnn(-c3ccccc3)c2nnn1Cc1ccccn1 the results were Lipid storage S3 inactive.
`O=C(COC(=O)CNC(=O)C12CC3CC(CC(C3)C1)C2)Nc1ccccc1` gave Lipid storage S3 -7.3% and Lipid storage S3 cell count max 1.1.
Screening CC(=O)N1CC=CC1(CC(C)C)C(=O)NCCN1CCOCC1 (configuration not stated) returned Lipid storage S3 4.7% and Lipid storage S3 cell count max -15.5.
`Cn1c2c(c(=O)n(C)c1=O)CN(CCCN1CCOCC1)CN2` gave Lipid storage S3 inconclusive.
CSc1ccccc1NC(=O)C(=O)c1c[nH]c2ccccc12 was read as Lipid storage S3 -15.4%.
For S=C(NCC1CCCO1)Nc1cc(Cl)c(Cl)cc1Cl (configuration not stated) the results were Lipid storage S3 inconclusive.
CCCNC(=O)c1onc(CSc2ccc(F)cc2)c1C(=O)NCCOC was read as Lipid storage S3 inconclusive.
Screening c1cncc(-c2nnc3n2N=C(c2cccs2)CS3)c1 returned Lipid storage S3 inconclusive.
For CCn1cc(CNC(=O)/C=C/c2ccc([N+](=O)[O-])cc2)c(C)n1 the results were Lipid storage S3 inconclusive.
`NC(=O)c1ccc(NC(=S)NCc2ccco2)cc1` gave Lipid storage S3 -0.2% and Lipid storage S3 cell count max 16.3.
`COc1ccc(/C=C/C(=O)c2ccccc2)cc1COc1ccc(F)cc1` gave Lipid storage S3 -0.8% and Lipid storage S3 cell count max 16.7.
Screening Clc1ccc(C(c2ccccc2Cl)C(Cl)Cl)cc1 (configuration not stated) returned Lipid storage S3 inconclusive.
Screening NC(=O)CSc1nc2ccccc2n1-c1ccccc1 returned Lipid storage S3 4.5% and Lipid storage S3 cell count max -13.9.
`COc1ccccc1CNC(=S)NCCc1ccccc1` gave Lipid storage S3 14.3% and Lipid storage S3 cell count max 21.8.
Screening O=C(Cn1cnc2ccccc2c1=O)Nc1ccc(S(=O)(=O)N2CCOCC2)cc1 returned Lipid storage S3 inconclusive.
CC1(C)CC(=O)C(CC2CCCCC2=O)C(=O)C1 (configuration not stated) was read as Lipid storage S3 16.9% and Lipid storage S3 cell count max 8.7.
O=[N+]([O-])c1ccc(Nc2ccc(N3CCOCC3)cc2)c([N+](=O)[O-])c1 was read as Lipid storage S3 0.1% and Lipid storage S3 cell count max 14.8.
For C=CCC(C#Cc1ccccc1)N(C)C (configuration not stated) the results were Lipid storage S3 inconclusive.
Cc1cc(C(=O)N/N=C/c2ccc([N+](=O)[O-])s2)n[nH]1 was read as Lipid storage S3 inconclusive.
Screening Cc1cc(NS(=O)(=O)c2ccc(NC(=O)CSc3nc4sc(C)c(C)c4c(=O)[nH]3)cc2)no1 returned Lipid storage S3 1.3% and Lipid storage S3 cell count max 3.5.
Cc1ccc(NC(=O)c2ccc([N+](=O)[O-])o2)cc1S(=O)(=O)N1CCOCC1 was read as Lipid storage S3 -22.6% and Lipid storage S3 cell count max -6.6.
`O=C(Nc1ccccc1)O/N=C1\CCCCC1c1ccc([N+](=O)[O-])cc1[N+](=O)[O-]` (configuration not stated) gave Lipid storage S3 inconclusive.
For FC(F)(F)c1ccc2nnc(-c3c(Cl)cccc3Cl)n2c1 the results were Lipid storage S3 -11.3% and Lipid storage S3 cell count max -6.8.

An excerpt (hit frequency here may not be typical).
